pCIP destab – lowers stability of the mouse p/CIP coactivator protein. Q05BA5. F442A p/CIP-EGFP cells, EGFP fluorescence, 16 h. decrease of EGFP signal, % at 10 µM. 0.01% of 290,000 active. AID 1984;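 active = EGFP signal decrease of at least 30% at 10 µM or well 3 SD below plate mean, unless failing retest; inactive = the rest, including hits failing retest or dose response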; note: some compounds called inactive have numbers as strong as hits; many of its hits are not listed in these tables
IDE act – activators of human insulin-degrading enzyme in cells; HEK cells, FAbeta-B cleavage, fluorescence polarization; 0% vehicle, 100% cell-free pure enzyme wells; activation, % at 5.96 µM; P14735; 0.073% of 340,000 active; AID 493087;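 active = activation above the mean of all tested compounds plus 3 SD, set per screening campaign, cut at about 17% in these data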
VIM-2 inh – blocks Pseudomonas aeruginosa VIM-2 metallo-beta-lactamase; purified VIM-2, nitrocefin hydrolysis, epi-absorbance fluorescence; inhibition, % at 5.6 µM; 0.89% of 290,000 active; AID 1527;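 active = inhibition above the mean of all tested compounds plus 3 SD, cutoff set per screening run, cut at about 7.5% in these data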;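 note: red hydrolysis product quenches plate fluorescence so inhibitors raise well fluorescence; 0% = enzyme with DMSO and 100% = DMSO without enzyme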
MEKK3 PB1 HTS – MEKK3-MEK5 PB1 interaction, increase or decrease. Q99759. binding response (% of control), % at 10 µM. bead-based flow cytometry, Alexa488-MEK5 binding to MEKK3; actives lie on both sides; 0 = blocked by unlabeled MEK5, 100 = vehicle. AID 1529. 1.4% of 290,000 active;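 active = binding response more than 3 SD above or below the average of its plate-row segment, actives on both sides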;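 note: Alexa488 bead fluorescence after subtracting the streptavidin-only scavenger bead signal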
Target sequence (Q99759 whole entry, looked up): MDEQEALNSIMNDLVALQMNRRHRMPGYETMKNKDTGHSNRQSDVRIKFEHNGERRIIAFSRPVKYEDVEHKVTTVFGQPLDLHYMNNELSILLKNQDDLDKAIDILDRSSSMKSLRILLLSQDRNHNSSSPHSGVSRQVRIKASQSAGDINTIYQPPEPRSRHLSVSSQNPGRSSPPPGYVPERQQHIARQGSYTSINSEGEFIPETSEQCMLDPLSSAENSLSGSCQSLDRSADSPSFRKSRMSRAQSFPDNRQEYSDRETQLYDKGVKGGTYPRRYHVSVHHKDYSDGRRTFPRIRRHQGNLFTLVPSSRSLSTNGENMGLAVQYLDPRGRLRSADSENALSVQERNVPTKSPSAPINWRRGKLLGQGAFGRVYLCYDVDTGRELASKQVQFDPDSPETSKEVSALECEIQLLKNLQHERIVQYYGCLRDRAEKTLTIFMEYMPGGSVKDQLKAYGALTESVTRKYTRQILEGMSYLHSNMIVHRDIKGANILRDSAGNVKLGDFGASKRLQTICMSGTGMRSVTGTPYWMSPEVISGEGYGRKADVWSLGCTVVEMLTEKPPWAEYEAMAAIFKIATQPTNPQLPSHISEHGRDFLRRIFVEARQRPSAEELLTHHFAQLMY
HCV NS3 hel inh – HCV NS3 helicase inhibition | NS3 helicase DNA unwinding, Cy5 molecular beacon fluorescence | inhibition, % at 10.9 µM | 0.56% of 290,000 active | AID 1800;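 active = inhibition above the mean of all tested compounds plus 3 SD, set per campaign, cut at about 35% in these data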;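 note: 0% = DMSO wells and 100% = thioflavine S control wells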
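Control set: DMSO versus 110 µM thioflavine S; Material: NS3 helicase fragment of HCV; Measured by: Cy5 fluorescence at 0 and 60 min, beacon hairpin quenching; Read-out basis: percent inhibition from t60/t0 fluorescence ratio; Times: reaction time 60 min, 25 °C; Repeats: single replicate; Compound dosing: single dose, 10.9 µM nominal final, DMSO 0.8% final.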
UBC9 SUMO inh – blocks human SUMOylation mediated by UBC9; P63279; HTRF SUMOylation assay, SAE1/SAE2 + UBC9, in vitro; inhibition, % at 35 µM; 0.36% of 290,000 active; in the data active = inhibition above about 50%, passing the limit was not always enough; note: strong numbers were not always called active
Target sequence (P63279 whole entry, looked up): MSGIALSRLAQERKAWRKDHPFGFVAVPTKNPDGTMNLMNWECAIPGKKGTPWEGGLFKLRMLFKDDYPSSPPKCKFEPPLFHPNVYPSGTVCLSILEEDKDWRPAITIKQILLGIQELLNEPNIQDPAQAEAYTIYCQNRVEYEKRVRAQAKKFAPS
PHOSPHO1 inh – PHOSPHO1 (human) inhibition | Q8TCT1 | recombinant PHOSPHO1, absorbance phosphatase assay | inhibition, % at 13.3 µM | 1.1% of 290,000 active; in the data active = inhibition above about 60%
Target sequence (Q8TCT1 whole entry, looked up): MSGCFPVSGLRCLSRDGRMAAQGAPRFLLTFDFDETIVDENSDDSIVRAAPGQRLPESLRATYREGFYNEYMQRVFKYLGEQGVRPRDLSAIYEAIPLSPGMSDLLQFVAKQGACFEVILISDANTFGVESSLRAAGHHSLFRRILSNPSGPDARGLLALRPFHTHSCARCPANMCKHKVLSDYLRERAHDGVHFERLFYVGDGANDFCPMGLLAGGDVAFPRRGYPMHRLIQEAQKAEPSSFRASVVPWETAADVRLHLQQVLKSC
DNA FID counter – displaces DNA intercalator in HCV helicase counter-screen; 0.17% of 290,000 active; AID 1845; inhibition, % at 7.9 µM; DNA fluorescent intercalator displacement, fluorescence; in the data active = inhibition above about 37%;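 note: 0% = vehicle and 100% = reference compound; higher means more ethidium bromide displaced from hairpin DNA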
IMP-1 inh – inhibitors of Pseudomonas aeruginosa IMP-1 metallo-beta-lactamase. 0.45% of 290,000 active. purified IMP-1, nitrocefin hydrolysis, epi-absorbance fluorescence. inhibition, % at 5.6 µM. AID 1556;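 active = inhibition above the mean plus 3 SD of all compounds in the same screening run, cut at about 4.5% in these data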;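 note: 0% = IMP-1 with DMSO and 100% = DMSO wells lacking enzyme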
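System: purified IMP-1 / Input: IMP-1 dispensed at 0.2 nM / Medium: 50 mM HEPES pH 7.1, 50 µM ZnSO4, 0.05% Brij 35 / Timing: 15 min enzyme–compound preincubation, then 25 min nitrocefin reaction, 25 °C / Technique: plate fluorescence quenching by hydrolysis product, ex 480/em 530 nm / Repeats: singlicate testing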
Active calls of the source: *; . = not tested or not shown.

#	Structure	pCIP destab	PHOSPHO1 inh	HCV NS3 hel inh	UBC9 SUMO inh	IMP-1 inh
1	CC(C)Cn1c(N)c(C=O)c(=O)[nH]c1=O	2	32	-4	3	-2.2
2	CN(CCc1ccccn1)C(=O)Nc1ccc(C(C)(C)C)cc1	-5	37	-15	15	-1.7
3	Clc1ccccc1-c1nnc(-c2ccc3c(c2)OCO3)o1	-9	-26	-5	28	-2.0
4	CCCN1C(=O)c2ccc(C(=O)Nc3cc(C)on3)cc2C1=O	-16	14	3	2	-2.4
5	Cc1cc2c(c(=O)n1Cc1ccco1)C(c1ccccc1)C(C#N)=C(N)O2 (configuration not stated)	-1	16	20	18	-0.6
6	Cc1ccc(-n2cc(-c3ccc([N+](=O)[O-])cc3)[nH]c2=S)c(C)c1	5	-1	3	-26	0.2
7	O=C(N/N=C/c1cccc([N+](=O)[O-])c1)c1cc(-c2ccccc2)nc2ccccc12	5	-18	12	1	-1.4
8	Cc1noc(C)c1C(=O)NC(C)c1ccc(Cl)cc1Cl (configuration not stated)	-13	-9	-1	10	-1.4
9	COC(=O)Nc1nc(-c2ccc(F)cc2)c(C)s1	2	29	-7	-8	-0.3
10	COc1ccccc1CNC(=O)C[n+]1ccccc1	4	23	2	16	1.9
11	CCN(CCNC(=O)C1CCN(S(C)(=O)=O)CC1)c1ccccc1	-14	18	2	-5	-2.1
12	C=CCSc1nc(=O)n2cccc(C)c2n1	-16	-9	-3	26	-5.5

#	DNA FID counter	IDE act	VIM-2 inh	MEKK3 PB1 HTS
1	-3	2	0.2	102
2	-20	5	-1.8	100
3	-15	2	-0.1	91
4	-3	1	-1.9	110
5	1	-6	-0.8	104
6	-6	-13	-3.0	101
7	-2	3	-4.8	112
8	7	2	-3.7	102
9	-9	4	-0.5	70
10	2	-1	-4.7	100
11	-1	6	-3.9	111
12	0	3	1.5	110

Continued.
#	Structure	pCIP destab	PHOSPHO1 inh	HCV NS3 hel inh	UBC9 SUMO inh	IMP-1 inh
13	CCCn1c(C)nc2c(c1=O)c1nc3ccccc3nc1n2CCc1ccccc1	.	.	-2	.	-6.0
14	Cc1ccc(N2CCN(C(=O)N3CCCC3)CC2)cc1C	-5	-2	-1	14	-3.2
15	CCCn1ncc(CN2CCN(Cc3ccsc3)C(CCO)C2)c1C (configuration not stated)	6	-12	13	9	-2.1
16	O=C(c1noc2c1CSc1ccccc1-2)N1CCN(c2ccc(Cl)cc2)CC1	-3	32	3	-2	0.0
17	Cn1c(=O)c(C(=O)COc2ccc(C#N)cc2)c(N)n(Cc2ccccc2)c1=O	4	-7	-1	-2	-2.4
18	CSCC[C@H](NC(=O)OC(C)(C)C)C(=O)N1CCC(C(=O)NCC(=O)Nc2ccc(C)cc2)CC1	-23	.	1	12	-3.3
19	COCCNC(=O)C(=O)NNC(=O)c1ccccc1OC	-9	18	10	14	-7.0
20	O=C1C2C3C=CC(C3)C2C(=O)N1CCN1CCN(S(=O)(=O)c2ccc3ccccc3c2)CC1 (configuration not stated)	-8	38	-2	-12	-1.7
21	CCCCn1c(SC(C)C(N)=O)nc2cc(C(=O)OC)ccc2c1=O (configuration not stated)	-9	12	0	-14	-3.5
22	CSc1[nH]c(=O)c(C(=O)O)cc1C#N	-7	-8	-1	16	-3.7
23	O=C(CN1N=C(c2ccc(Cl)cc2)CCC1=O)NCc1cccs1	-6	0	-3	6	-1.0
24	CC1(C)OC(=O)C(=CNc2cccc(C(=O)O)c2)C(=O)O1	9	23	2	14	-1.4

#	DNA FID counter	IDE act	VIM-2 inh	MEKK3 PB1 HTS
13	-2	.	-2.2	.
14	-16	3	-1.4	102
15	-2	-1	-1.8	104
16	0	2	0.2	88
17	-10	-1	-3.9	102
18	-45	1	-3.1	101
19	5	10	0.2	89
20	-34	1	-1.9	99
21	-5	6	-2.8	105
22	2	4	-4.0	101
23	-16	.	0.7	91
24	3	1	-1.4	110

Single records, as listed above. Screens in order: pCIP destab, PHOSPHO1 inh, HCV NS3 hel inh, UBC9 SUMO inh, IMP-1 inh, DNA FID counter, IDE act, VIM-2 inh, MEKK3 PB1 HTS
Record of CC1(C)OC(=O)C(=CNc2cccc(C(=O)O)c2)C(=O)O1 → 9, 23, 2, 14, -1.4, 3, 1, -1.4, 110
Record of CCCn1ncc(CN2CCN(Cc3ccsc3)C(CCO)C2)c1C (configuration not stated) → 6, -12, 13, 9, -2.1, -2, -1, -1.8, 104
Record of O=C(CN1N=C(c2ccc(Cl)cc2)CCC1=O)NCc1cccs1 → -6, 0, -3, 6, -1.0, -16, ., 0.7, 91

The results go on:
#	Structure	pCIP destab	PHOSPHO1 inh	HCV NS3 hel inh	UBC9 SUMO inh	IMP-1 inh
25	COc1cc(NC(=O)c2ccc(Cl)cc2)c(OC)cc1NC(=O)CN1CCCCC1	-31	21	-3	3	-2.8
26	CS(=O)(=O)N1CCN(c2ccccc2NC(=O)c2cc(Br)ccc2Cl)CC1	-24	44	7	-3	-1.1
27	Cc1ccc(S(=O)(=O)/N=C(\c2ccccc2)N(C)S(=O)(=O)c2ccc(C)cc2)cc1	-2	31	0	-2	-0.6
28	O=C(c1cc(COc2ccc(F)cc2Cl)on1)N1CCCCCCC1	-3	34	-6	-23	-1.1
29	COc1cccc(NC=C2C(=O)OC(C)(C)OC2=O)c1	-5	-30	7	9	-2.6
30	CCOCc1nnc(NC(=O)c2cccc(OC)c2)s1	2	32	5	13	-3.1
31	FC(F)(F)c1nc(Sc2ncccc2C(F)(F)F)n[nH]1	-6	32	0	18	-2.7
32	c1ccc2c(c1)CCCC2C1=NCCN1 (configuration not stated)	-3	-6	-8	1	-1.7
33	CCOC(=O)N/N=C/c1ccc(OCCSc2ccc(Cl)cc2)c(OC)c1	-13	5	-4	16	-0.4
34	O=C(CSc1ncn[nH]1)Nc1cccc2ccccc12	1	21	-1	-4	-0.2
35	C=CCn1c(SCC(=O)Nc2ccccc2OC)nnc1-c1ccccn1	-4	-11	2	3	-2.5
36	CCc1ccc2c(c1)c(N=NC1=NC(=O)CS1)c(O)n2C	-1	4	13	-9	-4.4

#	DNA FID counter	IDE act	VIM-2 inh	MEKK3 PB1 HTS
25	8	.	-1.7	102
26	-17	1	-2.7	100
27	3	2	-1.7	102
28	-30	0	-6.5	103
29	-4	2	-1.5	103
30	-7	2	-0.8	99
31	6	5	-0.3	86
32	0	3	1.6	111
33	-6	-1	-5.3	111
34	-11	9	0.3	103
35	-22	5	-0.3	99
36	-10	3	3.3	.

Continuation.
#	Structure	pCIP destab	PHOSPHO1 inh	HCV NS3 hel inh	UBC9 SUMO inh	IMP-1 inh
37	NC(=O)c1cccn(Cc2ccc(C(F)(F)F)cc2)c1=O	71	33	-6	16	-4.0
38	CCC(C)(C)NC(=O)C(c1cccc(OC)c1OC)N(CCOC)C(=O)CCC(=O)Nc1cc(C)on1 (configuration not stated)	1	42	-5	9	-1.5
39	CCOC(=O)c1sc(N2C(=O)C(O)=C(C(=O)c3ccco3)C2c2ccco2)nc1C (configuration not stated)	-10	28	13	16	-2.7
40	O=C(NCCc1cccs1)c1ccc(Cl)cc1	-3	58	2	-17	-4.8
41	O=C(C1CC(=O)N(c2ccc(Cl)cc2)C1)N1CCN(Cc2ccc3c(c2)OCO3)CC1 (configuration not stated)	0	28	-3	-12	-2.1
42	Cc1ccc(SCC(=O)OCn2nnc3ccccc3c2=O)cc1C	12	-2	8	-13	-3.7
43	CN(CCc1ccccc1)C1CCCN(S(=O)(=O)CC(F)(F)F)C1 (configuration not stated)	-1	44	-4	22	-1.4
44	S=C(Nc1cccc(Cl)c1)N1CCOCC1	8	11	-2	-2	0.1
45	CC(C)CN1C(=O)c2ccc(NC(=O)c3ccccc3F)cc2C1=O	-2	3	-6	6	-2.9
46	S=c1[nH]nc(Cc2noc3ccccc23)n1-c1ccccc1	-7	-80	-5	-5	-3.3
47	c1ccc(OCCCc2nc(-c3ccncc3)no2)cc1	0	-14	2	7	-3.6
48	COc1ccc(S(=O)(=O)NC(N)=NCCc2ccccc2OC)cc1	1	56	-25	5	-2.2

#	DNA FID counter	IDE act	VIM-2 inh	MEKK3 PB1 HTS
37	0	.	-1.4	103
38	-40	3	-0.7	99
39	-25	0	-2.0	97
40	-6	4	-2.9	92
41	-26	2	-1.5	100
42	-17	-9	-3.9	99
43	-1	6	-1.4	102
44	2	3	-2.0	101
45	-3	-7	-2.8	103
46	-5	1	4.9	106
47	-8	-2	-5.3	99
48	-11	3	-4.0	100

(more compounds)
#	Structure	pCIP destab	PHOSPHO1 inh	HCV NS3 hel inh	UBC9 SUMO inh	IMP-1 inh
49	N#CCc1nc2ccccc2c(=O)[nH]1	-3	36	6	-2	-2.1
50	C1=C(CCNCC2CC2)CCCC1	-8	19	-6	14	-1.7
51	CCOC(=O)/C(C#N)=N\Nc1cc(Cl)ccc1OC	0	12	2	-2	-4.0
52	CCn1c(-c2cc(Br)ccc2O)n[nH]c1=S	.	.	3	.	-1.9
53	Cc1cccc2sc(NS(=O)(=O)c3ccccc3)nc12	-8	32	30	4	0.8
54	O=C(CSc1nnc(Cc2ccccc2)o1)NC1CC2CCC1C2 (configuration not stated)	-8	7	1	2	-2.4
55	Cc1ccc(C)c(NC(=O)COC(=O)c2cccc3c2C(=O)c2ccccc2C3=O)c1	-7	-32	15	6	-3.4
56	C=CCc1ccc(OCCCNCc2ccccc2)c(OC)c1	11	34	-13	-5	-1.1
57	N#Cc1ccc(OCC(=O)N/N=C(\CCC(=O)O)c2cccs2)cc1	-5	37	0	5	-1.5
58	CN1CCN(c2ccc(Cl)cc2NC(=O)c2ccc(S(=O)(=O)N3CCCCCC3)cc2)CC1	2	14	-68	20	-4.0
59	O=C(O)/C=C\C(=O)Nc1ccc(N2CCN(c3ccc(Cl)c(Cl)c3)CC2)cc1	-12	16	-5	12	-3.5
60	O=C(Cn1nnc(-c2ccccc2NC(=O)c2ccco2)n1)NC1CCCCC1	-8	-8	0	39	-3.0
61	CCOC(=O)C1=NNC2(CC(=O)N(c3cc(C)cc(C)c3)C2=O)C1 (configuration not stated)	-8	37	-11	8	-1.8

#	DNA FID counter	IDE act	VIM-2 inh	MEKK3 PB1 HTS
49	-4	5	-3.0	103
50	0	-1	-2.6	102
51	2	3	-3.2	100
52	0	-7	-2.8	97
53	-34	-3	1.0	96
54	-17	4	-1.2	104
55	4	3	-2.0	96
56	9	-4	-2.7	105
57	-7	5	-3.4	95
58	4	-3	-4.0	103
59	13	3	-5.3	96
60	-2	-2	-0.6	93
61	-13	5	-1.0	88

Entries by screen from the entries so far:
Compounds 52–60 in HCV NS3 hel inh, in turn: 3, 30, 1, 15, -13, 0, -68, -5, 0
Compounds 52–60 in MEKK3 PB1 HTS, in turn: 97, 96, 104, 96, 105, 95, 103, 96, 93
Compounds 52–60 in pCIP destab, in turn: ., -8, -8, -7, 11, -5, 2, -12, -8

Assay outcomes from PubChem BioAssay.

Only part of the results is shown; rates above refer to the full screens.
